# TSHR antagonist – Antagonists of the Thyroid Stimulating Hormone Receptor: HTS campaign; activity change, negative = inhibition, % at 11.5 µM; AID 504810, 2011; Thyrotropin receptor (Homo sapiens), P16473; TSHR-expressing cells, TSH-stimulated cAMP HTRF, 2 h; active compounds read low; 330,000 compounds, 0.2% hits;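 active means activity change below a set negative limit, meaning inhibition stronger than a set level, cut at about -70% in these data; inconclusive means activity change between two set negative limits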; further: on the % scale 0 is the no-effect control and ±100 the full control effect
#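 Antagonism was scored as loss of TSH-driven cAMP in TSHR cells, stimulated with 4nM TSH (EC80) for 2 hours at 37 deg C and detected by homogeneous HTRF competition immunoassay.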
# AT treatment – qHTS Assay for Identifying a Potential Treatment of Ataxia-Telangiectasia. Potency, µM (series often up to 57.5 µM), for inactives: top-dose activation, most hits filed as activators. 320,000 compounds, 0.19% hits. […] A-T fibroblasts, KAP-1 phosphorylation AlphaLISA; neocarzinostatin DNA damage 30 min before lysis. AID 485349, 2010; further: potency means the concentration at half of the fitted maximal effect; % of control where 0% means no effect; nearly all actives have a fitted effect of over 45% in size
#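 hTERT-immortalized A-T patient fibroblasts ([…]), 500 cells/well in OPTI-MEM, 1% FBS, got compounds for 60 min, then NCS for 30 min at 37C. Lysates were then assayed for phospho-KAP-1 by AlphaLISA (anti-pKAP1 donor, anti-KAP1 acceptor beads), 6 hr at 25C.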
# Integrin act MD – qHTS for Activators of Integrin-Mediated Alleviation for Muscular Dystrophy; alpha7betagal myoblasts, beta-gal FDG fluorescence, 48 h; Potency, µM (highest dose often 38.3 µM), without a hit: at the top dose activation, most hits filed as activators; 350,000 compounds, 0.064% hits;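 further: potency means the concentration at half of the fitted maximal effect; 100% = response of the positive control SU9516; nearly all actives have a fitted effect of over 60% in size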
#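 alpha7betagal+/- myoblasts (passage 13, 250/well) treated 48 h at 37C with compounds at 1:260 dilution of DMSO stock. Lysed, then beta-galactosidase activity read as FDG fluorescence (ex 480/em 540) after 30 min, with pre-read for autofluorescence.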
# Mito fusion act – qHTS Assay for Small Molecule Inhibitors of Mitochondrial Division or Activators of Mitochondrial Fusion; S. cerevisiae fusion-defective mutant growth rescue, CellTiterGlo 48 h; Potency, µM (series often up to 46.1 µM), for the others: at the highest dose growth rescue (activation), usual class: activators; 320,000 compounds, 0.23% hits; AID 485298, 2010;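 further: potency means the concentration at half of the fitted maximal effect; % of control where 0% means no effect; nearly all actives have a fitted effect of over 45% in size; temperature-sensitive fusion mutants such as fzo1-1 at 37 °C on non-fermentable ethanol glycerol medium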
#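 Growth-rescue viability read-out: after 48 h at the non-permissive 37C in glycerol/ethanol YPEG, yeast mitochondrial fusion mutants are measured by CellTiterGlo luminescence; compounds (23 nl pinned per well) restoring growth score as division inhibitors or fusion activators.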
# MBNL1 CUG block – qHTS Assay for Inhibitors of MBNL1-poly(CUG) RNA binding | TR-FRET MBNL1-His/biotin-(CUG)12 binding, 665/545 ratio | Potency, µM (titrated, usually from 57.5 µM), inactives show top-dose activity change, negative = inhibition, most hits filed as inhibitors | 280,000 compounds, 0.036% hits | Muscleblind-like protein 1 (Homo sapiens), Q9NR56; active means well fitted inhibition curve with a large enough effect in the signal ratio, with a control signal flat, not every such curve was filed as active; inconclusive means small, poorly fitted or top-dose-only effect, or effect the other way, or a change in a side signal; inactive means no such curve, though single readings can be large or run the other way; the % refers to the signal ratio; further: potency means the concentration at half of the fitted maximal effect; on the % scale 0 is the no-effect control and ±100 the full control effect
# Target sequence (Q9NR56 whole entry, looked up): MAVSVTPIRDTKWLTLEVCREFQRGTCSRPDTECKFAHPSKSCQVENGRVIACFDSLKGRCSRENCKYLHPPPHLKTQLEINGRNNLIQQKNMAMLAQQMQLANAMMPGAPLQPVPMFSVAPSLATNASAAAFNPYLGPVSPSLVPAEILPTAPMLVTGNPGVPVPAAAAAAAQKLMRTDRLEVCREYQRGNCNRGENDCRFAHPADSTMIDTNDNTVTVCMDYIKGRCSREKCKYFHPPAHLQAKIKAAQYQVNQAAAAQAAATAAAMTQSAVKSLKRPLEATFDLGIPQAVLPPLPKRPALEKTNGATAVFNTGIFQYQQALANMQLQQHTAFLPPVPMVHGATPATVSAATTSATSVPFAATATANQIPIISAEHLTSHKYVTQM
#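 TR-FRET between His-tagged MBNL1 and biotin-(CUG)12 RNA, detected with Tb anti-His antibody (0.055 ng/ul) and streptavidin-XL665 (5 nM), 60 min at room temperature. Compounds titrated 92 nM to 58 uM; 665/545 nm ratio normalized to buffer and complex controls.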
# PTAP TSG101 blk – qHTS Assay for Iinhibitors of HIV-1 Budding by Blocking the Interaction of PTAP/TSG101; Fluorescence polarization, FITC-PTAP peptide / Tsg101 binding; Potency, µM (titrated, usually from 115 µM), without a hit: at the highest dose activity change, negative = inhibition, usual class: inhibitors; 340,000 tested, under 10 active; AID 493005, 2010; active means well fitted inhibition curve with a large enough effect in the main read-out, with a control signal flat, not every such curve was filed as active; inconclusive means small, poorly fitted or top-dose-only effect, or effect the other way, or a change in a side signal; inactive means no such curve, though single readings can be large or run the other way; further: potency means the concentration at half of the fitted maximal effect; % of control where 0% means no effect
# Target sequence (Q99816 whole entry, looked up): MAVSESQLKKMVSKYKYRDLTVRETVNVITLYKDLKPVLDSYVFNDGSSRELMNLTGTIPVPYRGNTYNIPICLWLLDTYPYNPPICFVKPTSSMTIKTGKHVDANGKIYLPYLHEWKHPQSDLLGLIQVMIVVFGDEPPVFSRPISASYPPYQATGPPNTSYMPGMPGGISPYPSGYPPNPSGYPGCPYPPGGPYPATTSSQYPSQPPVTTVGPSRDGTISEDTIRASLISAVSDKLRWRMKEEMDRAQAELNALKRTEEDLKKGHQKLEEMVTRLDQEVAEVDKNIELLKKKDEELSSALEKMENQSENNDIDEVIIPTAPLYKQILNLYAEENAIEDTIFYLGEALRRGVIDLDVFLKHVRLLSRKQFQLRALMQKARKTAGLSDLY
#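 Tsg101 binding domain (10 uM final) was mixed with compound and a FITC-labeled PTAP peptide (50 nM final) in HEPES pH 7.5 buffer with NaCl, Tween 20, EDTA and TCEP; fluorescence polarization was read after 20 min at r.t.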
# TCR activator – Activators of T cell receptors: qHTS campaign. AID 504894, 2011. primary human leukocytes, anti-CD3, IL-2 HTRF, 48 h. 330,000 tested, under 10 active. Potency, µM (highest dose often 9.22 µM), without a hit: at the top dose activation of IL-2 secretion, most hits filed as activators; further: % of control where 0% means no effect
#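 1) Mix primary human leukocytes, a-CD3 beads and compound. 2) Incubate 48 hr. 3) Add HTRF IL-2 reagents (a-IL-2-K, a-IL-2-d2).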
# Menin MLL FP TR – qHTS Assay for Inhibitors Targeting the Menin-MLL Interaction in MLL Related Leukemias: Competition With Texas Red Labeled MLL-derived Mutant Peptide; O00255; 270,000 compounds, 0.23% hits; Menin + Texas Red MLL mutant peptide, fluorescence polarization; Potency, µM (series often up to 61.6 µM), for the others: top-dose FP activity change, negative = inhibition, most hits filed as inhibitors; active means well fitted inhibition curve with a large enough effect in the polarisation, with a control signal flat, not every such curve was filed as active; inconclusive means small, poorly fitted or top-dose-only effect, or effect the other way, or a change in a side signal; inactive means no such curve, though single readings can be large or run the other way; the % refers to the polarisation; further: potency means the concentration at half of the fitted maximal effect; % of control where 0% means no effect; many of its hits are not listed in these tables
# ASM inhibitor – Inhibitors of Secretory Acid Sphingomyelinase (S-ASM): qHTS. Sphingomyelin phosphodiesterase (Homo sapiens), P17405. placental ASM, HMU-PC fluorogenic substrate, 60 min. Potency, µM (doses to about 57.5 µM), without a hit: top-dose activity change, negative = inhibition, hits mostly inhibitors. 340,000 compounds, 0.006% hits. AID 504937, 2011; further: potency means the concentration at half of the fitted maximal effect
#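 Human placenta-derived ASM preincubated with compound 10 min at room temperature, then reacted with 9 uM (final) fluorogenic HMU-PC substrate for 60 min at 37 C. Stop solution raises pH to 10; fluorescence read at Ex 386/Em 447 nm.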
# CXXC DNA block – qHTS Fluorescence Polarization Assay for Inhibitors of MLL CXXC domain - DNA interaction; AID 2662, 2010; 290,000 compounds, 0.037% hits; MLL-CXXC / FITC-HOXA9 DNA fluorescence polarization; Histone-lysine N-methyltransferase 2A (Homo sapiens), Q03164; Potency, µM (top dose mostly 115 µM), inactives show top-dose activity change, negative = inhibition, usual class: inhibitors; active means well fitted inhibition curve with a large enough effect in the polarisation, with a control signal flat, not every such curve was filed as active; inconclusive means small, poorly fitted or top-dose-only effect, or effect the other way, or a change in a side signal; inactive means no such curve, though single readings can be large or run the other way; the % refers to the polarisation; further: potency means the concentration at half of the fitted maximal effect
#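 Fluorescence polarization: 7 uM MLL-CXXC (stock) preincubated 5 min with compounds, then 50 nM fluorescein-HOX-A9 DNA (stock) added; 30 min ambient. Buffer 50 mM Tris-HCl pH 7.5, 50 mM NaCl, 1 mM DTT, 0.05% BSA.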
# An asterisk follows results filed as active; u = inconclusive; x = no result given; [ ] = another dose, or the depositor's remark. Unless noted, the call rests on the fitted dose curve; in most records, active means well fitted curve in the direction sought with a large enough effect; inconclusive means small, poorly fitted or top-dose-only effect, or another doubt; inactive means no such curve, though single readings can be large; an effect the other way counts as inactive or inconclusive. The list is partial; the hit share may differ from the screen's.
SMILES,TSHR antagonist,AT treatment,Integrin act MD,Mito fusion act,MBNL1 CUG block,PTAP TSG101 blk,TCR activator,Menin MLL FP TR,ASM inhibitor,CXXC DNA block
O=C(CCc1nnc2ccc(NCc3ccco3)nn12)Nc1ccc(F)cc1F,-8,7%,-34%,-2%,-1%,-3%,-3%,x,-2%,5%
CCn1cc(C(=O)N2CCN(C(=O)c3ccco3)CC2)c2cc(OC)c(OC)cc2c1=O,-1,-5%,-17%,-9%,-1%,1%,-2%,7%,-2%,3%
OC1C=CSc2nc3ccccc3n21 (stereo not drawn),-5,7%,-50%[inhibitor],-4%,-6%,-2%,-2%,14%,3%,10%
N#Cc1nc(COc2ccc(Br)cc2)oc1NCCCn1ccnc1,-5,-3%,u,1%,-2%,2%,-6%,9%,-1%,18%
O=C(NC(C(=O)N/N=C/c1cc([N+](=O)[O-])ccc1O)c1n[nH]c(=O)c2ccccc12)c1ccccc1 (stereo not drawn),-24,-13%,2%,-10%,u,-10%,-2%,u,u,5%
COc1ccc(NS(=O)(=O)c2ccc(OC)c(OC)c2)cc1OC,0,-1%,0%,-2%,-4%,-4%,-3%[46.1 µM],-1%,0%,-5%
CO[C@@H]1O[C@@H]2COC(c3ccccc3)O[C@@H]2[C@@H](OC)[C@@H]1O (stereo partly drawn),20,5%,0%,5%,-3%,-3%,1%[46.1 µM],15%,3%,-1%
O=c1cc(NC2CCCCC2)[nH]c(=O)[nH]1,x,x,3%,x,x,0%,0%,x,6%,x
CC(C)CNC(=O)c1cccc(NC(=O)c2ccc(Cl)c([N+](=O)[O-])c2)c1,1,-8%,-28%,2%,x,0%,-9%[46.1 µM],u,-8%,-14%
O=C(NCCc1ccccc1)c1cccnc1N1CCCCCC1,-80*,6%,-7%,4%,12%,-5%,-2%,-1%,1%,6%
CC(=O)c1cccc(NC(=O)COC(=O)c2ccc3c(c2)OCO3)c1,20,7%,15%,4%,x,-2%,-6%,x,0%,x
COc1cc(/C=C/C(=O)OCC(=O)c2ccccc2)cc(OC)c1OC,-4,2%,3%,x,x,-5%,5%,x,-4%,x
COC(CNC(=O)[C@H](CSCc1ccccc1)N1Cc2ccccc2C1=O)OC,5,2%,4%,-2%,-1%,2%,-6%,-15%,0%,12%
Cc1cccc(C)c1OCC(O)CNS(=O)(=O)c1ccccc1C(=O)N1CCOCC1 (stereo not drawn),14,1%,-29%,-1%,-1%,-2%,0%,-1%,-8%,1%
COc1ccc(CCN2C(=O)C(Oc3ccccc3C)C2c2ccc3c(c2)OCO3)cc1OC (stereo not drawn),9,0%,u,3%,-10%,-2%,-3%,10%,-2%,8%
Cc1ccc(NC(=O)C2CC(=O)N(Cc3ccco3)C2)cc1 (stereo not drawn),-3,-4%,16%,-3%,-2%,-2%,32%,x,-3%,4%
CCCCNC(=S)NNc1c(Cl)cc(Cl)cc1Cl,-7,2%,-23%,-14%,-4%,-1%,6%,13%,-1%,2%
O=C1CS/C(=C\[N+](=O)[O-])N1c1ccccc1,-6,2%,-14%,-3%,u,-5%,3%,37%[activator],-4%,17%
O=C(CN1C(=O)NC2(CCCCCC2)C1=O)N1CCN(S(=O)(=O)c2ccccc2)CC1,-9,-6%,6%,2%,4%,-5%,-4%,-6%,-5%,-2%
N#Cc1cccc(NC(=O)CN2NS(=O)(=O)c3ccccc3C2=O)c1,23,x,16%,0%,-4%,1%,-4%,10%,3%,-3%
COc1cc(OC)cc(C(=O)OCC(=O)Nc2ccc3[nH]c(=O)[nH]c3c2)c1,3,-3%,-4%,0%,x,-3%,-3%,x,-2%,x
O=C(NCCc1ccccc1)c1cnc2n(c1=O)CCS2,6,0%,-14%,0%,-10%,0%,4%,1%,6%,2%
Cc1ccnc2nc(C(=O)OC(C)C(=O)NCc3ccccc3)nn12 (stereo not drawn),-2,2%,0%,1%,x,-2%,-3%,x,2%,x
CCCC1(c2ccccc2)NC(=O)N(CC(=O)Nc2cc(S(=O)(=O)N3CCOCC3)ccc2Cl)C1=O (stereo not drawn),3,2%,3%,2%,-6%,3%,x,9%,-4%,1%
CC(C)(C)c1cnnn1-c1ccc([N+](=O)[O-])cc1,8,-7%,-23%,4%,u,0%,1%,3%,4%,2%
CC(C)=CCC/C(C)=C/CNC(=O)C[C@H]1C[C@H](C(=O)N(C(C)C)C(C)C)[C@@]2(C)c3[nH]c4cc(-c5ccco5)ccc4c3CCN2C1=O,-17,-18%,-6%,x,x,-13%,-2%[46.1 µM],x,-29%,x
Cc1csc(NC(=S)NC(=O)c2ccccc2)n1,7,4%,30%,-15%,-1%,-1%,6%,7%,-3%,-2%
Cc1cccc(N2CCN(CC(=O)Nc3ccccc3[N+](=O)[O-])CC2)c1C,-14,6%,14%,9%,10%,-18%,8%,-5%,-10%,1%
O=C(Nc1nnc(SCc2ccc(F)cc2)s1)c1cccnc1Cl,-4,-2%,24%,-7%,12%,-3%,1%,12%,-1%,-2%
COc1cc(CC(=O)Nc2ccccc2N2CCCCC2)cc(OC)c1OC,14,14%,-5%,10%,-4%,-1%,-11%,-16%,-1%,0%
CC(C)[C@@H](C(=O)OCC(=O)Nc1ccc2c(c1)OCO2)N1C(=O)c2ccccc2C1=O,-3,-1%,21%,7%,-1%,-4%,4%,2%,-3%,-3%
Cc1ccc(C)c(NC(=O)CSc2sc3c(O)cc(=O)[nH]c3c2C#N)c1,5,-5%,16%,2%,6%,-5%,2%,26%,-2%[11.5 µM],46%[activator]
CCN(CC)C(=O)[C@H]1C[C@H](CC(=O)NCc2cccc(C(F)(F)F)c2)C(=O)N2CCc3c([nH]c4cc(-c5ccco5)ccc34)[C@]12C,9,8%,-43%,x,x,-18%,0%[46.1 µM],x,u,x
COc1ccc(OC)c(N(CC(=O)NCc2cccnc2)S(C)(=O)=O)c1,6,0%,40%,-1%,-3%,-9%,4%,-4%,2%,9%
Cc1ccccc1C(=O)NC(CC(C)C)C(=O)Nc1ccc(S(N)(=O)=O)cc1 (stereo not drawn),-11,1%,-12%,0%,1%,-4%,0%,5%,0%,-5%
CCn1c(SCC(=O)Nc2ccc3c(c2)OCCO3)nnc1-c1ccco1,-3,0%,1%,-1%,-4%,-6%,-10%,0%,3%,2%
O=C(COC(=O)c1cccc(Cl)c1)NCCN1C(=O)CSC1=O,5,3%,-11%,-7%,1%,3%,1%[46.1 µM],-2%,x,9%
N#Cc1cc([N+](=O)[O-])ccc1NC(=O)COC(=O)C12CC3CC(CC(C3)C1)C2,-12,2%,x,1%,u,x,x,u,x,1%
COc1ccc(C=O)cc1OC1C=CCCC1 (stereo not drawn),0,0%,-33%,4%,-20%,-2%,-6%,-1%,1%,0%
O=C1OCCN1C(=O)[C@H]1[C@H](c2ccccc2)C(c2ccccc2)=NN1c1ccc(Br)cc1,32,-7%,22%,x,x,2%,0%[46.1 µM],u,x,x
COc1ccccc1NC(=O)c1ccc(COc2ccccc2Br)o1,-3,9%,10%,-3%,-4%,-4%,-1%,51%[activator],-12%,u
COc1ccc(CCNC(=O)c2cc3c(cc2Cl)N2CCCCCC2=NS3(=O)=O)cc1,3,10%,6%,6%,x,-1%,2%,x,0%,x
COc1ccc(-c2cc3ccc(OCC(N)=O)cc3oc2=O)cc1OC,19,12%,-22%,-14%,u,0%,-14%,u,12%,0%
CC(=O)c1cccc(OCc2cc(C(=O)N3CCSCC3)no2)c1,9,-2%,-4%,-1%,-4%,-2%,-3%,x,-2%,12%
